# NCI-60 one-dose screen, 48 h, at 10 µM unless noted. Numbers give growth in % (100 = growth as untreated, 0 = no growth, -100 = all killed).
# NCI-H226 – NCI-H226 lung cancer. AID 1794732. 79,000 tested, 3.5% active
# HT29 – HT29 colon cancer; 81,000 tested, 7.4% active
# RXF 393 – RXF 393 renal cancer cells; 77,000 tested, 6.9% active
# NCI-H322M – NCI-H322M lung cancer | AID 1794733 | 80,000 tested, 2.7% active
# NCI-H522 – NCI-H522 lung cancer; 78,000 tested, 8% active; AID 1794739
# NCI-H460 – NCI-H460 lung cancer | 82,000 tested, 6.8% active | AID 1794736
# NCI-H23 – NCI-H23 lung cancer. 80,000 tested, 4% active. AID 1794731
# COLO 205 – COLO 205 colon cancer; AID 1794742; 79,000 tested, 7.3% active
# A498 – A498 renal cancer cells; 76,000 tested, 5.4% active; AID 1794774
# * marks the source's active call; other numbers are inactive results; . = not tested or not shown. Rule for the calls: active = growth percent below 10; inactive = the rest.
item	structure	NCI-H460	NCI-H522	A498	HT29	NCI-H23
1	O=C1c2cccc3cccc(c23)C(=O)N1N1C(=O)c2cccc3c(N4CCN(c5ccccc5)CC4)ccc(c23)C1=O	99.0	93.7	100.6	100.4	88.4
2	CC12c3ccccc3C(C)(C3C=CC=CC31)C(NS(=O)(=O)c1ccccc1)C2O (stereo unspecified)	105.4	100.8	93.6	110.7	102.3
3	N=c1n(CCN2CCCCC2)c2ccccc2n1CC(O)c1cccc(Br)c1 (stereo unspecified)	103.1	106.8	101.5	109.8	101.6
4	N#Cc1c(-c2ccco2)nc2c(c(-c3ccccc3)nn2-c2ccccc2)c1-c1ccc2c(c1)OCO2	99.2	83.3	103.2	80.8	98.0
5	COc1ccc(C(=O)c2nccc3cc(OC)c(OC)cc23)cc1OC	103.0	33.4	64.6	112.5	51.9
6	COc1ccc(C(C)=O)cc1N1C(=O)C2C(C1=O)C1(c3ccccc3)C(=O)C2(c2ccccc2)C(c2ccc(C)cc2)=C1c1ccc(C)cc1 (stereo unspecified)	4.5*	21.2	54.1	21.4	42.8
7	C=C1CC[C@@H]2[C@]3(C)COC(c4ccco4)O[C@@H]3CC[C@@]2(C)[C@@H]1CC(O)C1=CCOC1=O (stereo partly specified)	104.2	87.3	105.5	101.9	101.9
8	COc1ccc(C2C(=O)NN=C2C)cc1 (stereo unspecified)	111.2	77.7	98.9	95.0	109.7
9	CCOC(=O)CC(=O)CCc1ccccc1	112.0	76.0	101.9	99.9	98.1
10	O=C(CN1CCN(c2cc3c(cc2F)c(=O)c(C(=O)O)cn3C2CC2)CC1)Nc1ccc(C(=O)/C=C/c2ccc3c(c2)OCO3)cc1	102.4	102.6	96.6	115.3	104.0

item	NCI-H226	NCI-H322M	RXF 393	COLO 205
1	86.8	87.1	121.9	105.6
2	96.1	100.0	107.7	110.7
3	.	108.4	94.2	120.3
4	94.5	102.2	97.2	111.7
5	97.0	120.0	99.4	126.2
6	32.9	27.6	-4.3*	23.4
7	105.6	102.7	116.7	116.9
8	104.1	91.0	108.1	108.5
9	107.9	97.7	.	100.3
10	92.2	125.2	105.7	117.0

# New compounds follow:
item	structure	NCI-H460	NCI-H522	A498	HT29	NCI-H23
11	COc1cccc2c1OC1(N3CCOCC3)CCCCC1C2C[N+](=O)[O-] (stereo unspecified)	103.0	95.0	83.1	109.0	98.7
12	CCCCCCCCc1ccc(C(=O)Nc2cccc(CP(=O)(O)O)c2)cc1	111.4	92.6	111.7	100.7	96.4
13	Oc1ccc(CSc2nnc(-c3ccccc3)o2)c2cccnc12	2.2*	22.6	70.7	88.8	27.8
14	COC(=O)[C@@H]1CCc2c(SC)c(-c3ccccc3)c(O)c(=O)n21	109.8	101.5	101.2	104.5	107.1
15	COc1ccc(Cl)cc1NC(=O)c1cc2c([nH]1)-c1nc(NC(=O)C(C)(C)C)sc1CC2	18.3	38.0	79.2	59.1	57.8
16	C=C(C)[C@@H]1CC=C2c3sc(-c4ccc(Oc5ccc(C(F)(F)F)cn5)cc4)nc3C[C@@H](C)[C@]2(C)C1	99.5	89.1	103.5	98.5	82.0
17	CCCCCCCCCCCCOC(=O)CCl	102.3	.	.	98.1	102.6
18	O=c1ccc(=O)n(CO)[nH]1	100.3	84.5	98.3	95.0	93.6
19	O=S(=O)(Oc1ccc(-c2nnc(Nc3ccccc3)s2)cc1)C(F)(F)C(F)(F)C(F)(F)C(F)(F)F	101.3	94.8	121.0	104.3	92.8
20	CCCC1CC(C(=O)NC(C(C)O)C2OC(SC)C(O)C(O)C2O)N(C)C1 (stereo unspecified)	93.3	97.4	126.8	102.6	65.2

item	NCI-H226	NCI-H322M	RXF 393	COLO 205
11	.	104.1	104.5	116.5
12	86.7	100.8	101.7	112.1
13	51.2	25.7	24.5	98.9
14	100.7	99.2	113.5	124.4
15	57.7	75.5	99.0	78.1
16	85.8	103.2	94.7	106.6
17	101.0	105.3	105.7	118.4
18	100.3	112.8	.	110.2
19	84.2	114.8	129.8	120.7
20	88.2	96.2	107.8	111.9

# Additional records:
item	structure	NCI-H460	NCI-H522	A498	HT29	NCI-H23
21	O=C(CSc1nc2ccccc2c(=O)n1-c1ccc(Cl)cc1)N/N=C/c1ccc(N2CCCCC2)cc1	9.7*	88.1	78.5	60.9	65.9
22	NC(Cc1csc2ccccc12)C(=O)O (stereo unspecified)	106.1	98.2	66.3	97.3	91.0
23	Nc1cc(-c2c[nH]c3ccc(Br)cc23)nc2cc(-c3c[nH]c4ccc(Br)cc34)nn12	-24.8*	-64.0*	7.1*	-33.8*	.
24	FC(F)(F)c1cc(-c2nnc3sc(C(F)(F)F)nn23)cc(C(F)(F)F)c1	105.6	.	88.8	107.0	102.1
25	CO[C@H]1/C=C/O[C@@]2(C)Oc3c(C)c(O)c4c(O)c(c(/C=N/N5CCN(C)CC5)c(O)c4c3C2=O)NC(=O)/C(C)=C\C=C\C(C)[C@H](O)[C@@H](C)[C@@H](O)[C@@H](C)[C@@H](OC(C)=O)[C@@H]1C (stereo partly specified)	103.2	104.9	102.6	107.4	96.3
26	CC(C)CC1C(=O)N2CCC[C@H]2C2(O)O[C@](NC(=O)C3C=C4c5cccc6[nH]c(Br)c(c56)C[C@H]4N(C)C3)(C(C)C)C(=O)N12 (stereo partly specified)	57.2	53.5	76.5	53.2	71.1
27	Cc1ccc(S(=O)(=O)n2cc(/C=N/NC(=O)c3ccc(S(N)(=O)=O)cc3)c3ccccc32)cc1	103.1	94.0	104.7	104.7	94.3
28	Oc1ccc2[nH]cc(-c3cncc(-c4c[nH]c5ccc(O)cc45)c3)c2c1	100.7	80.7	106.2	96.7	93.4
29	O=C(CCc1cccs1)Nc1ncc(Cc2ccccc2)s1	116.2	94.4	114.0	112.3	93.6
30	N#CC(C#N)=C1NC2(CCCCC2)N=C1N	109.4	89.8	95.6	110.3	91.4

item	NCI-H226	NCI-H322M	RXF 393	COLO 205
21	38.2	77.0	.	82.1
22	92.5	88.5	92.3	119.8
23	55.3	39.8	28.4	-50.5*
24	94.7	109.1	.	113.0
25	84.5	112.1	104.4	103.2
26	59.5	71.8	36.8	47.9
27	83.9	98.1	102.8	107.7
28	96.4	104.7	101.7	103.7
29	94.7	104.3	103.3	114.1
30	99.9	119.6	106.5	112.6

# 4 structures from above, sorted by molar mass, smallest number first:
item	structure	NCI-H460	NCI-H522	A498	HT29	NCI-H23
22	NC(Cc1csc2ccccc12)C(=O)O (stereo unspecified)	106.1	98.2	66.3	97.3	91.0
28	Oc1ccc2[nH]cc(-c3cncc(-c4c[nH]c5ccc(O)cc45)c3)c2c1	100.7	80.7	106.2	96.7	93.4
24	FC(F)(F)c1cc(-c2nnc3sc(C(F)(F)F)nn23)cc(C(F)(F)F)c1	105.6	.	88.8	107.0	102.1
27	Cc1ccc(S(=O)(=O)n2cc(/C=N/NC(=O)c3ccc(S(N)(=O)=O)cc3)c3ccccc32)cc1	103.1	94.0	104.7	104.7	94.3

item	NCI-H226	NCI-H322M	RXF 393	COLO 205
22	92.5	88.5	92.3	119.8
28	96.4	104.7	101.7	103.7
24	94.7	109.1	.	113.0
27	83.9	98.1	102.8	107.7

# Other structures follow.
item	structure	NCI-H460	NCI-H522	A498	HT29	NCI-H23
31	CCCCOc1nc2ccc(OC)cc2cc1C1CNC(=O)c2ccccc2N1 (stereo unspecified)	97.2	77.4	88.5	100.0	99.2
32	O=c1nc2s/c(=C\c3cccc(F)c3)c(=O)n2c2nc(-c3ccccc3)c(-c3ccccc3)nc12	100.9	84.5	95.6	103.8	96.5
33	O=C(COc1ccc(/C=C2\C(=O)Nc3ccccc32)cc1)Nc1ccccc1	107.7	108.5	104.5	111.7	105.4
34	Cc1ccc(C2Nc3nc(-c4cccnc4)nn3C(N)=C2C#N)cc1 (stereo unspecified)	102.6	91.3	92.8	99.2	93.4
35	CCCCCC(O)(CCCC)CCCC	113.8	94.7	106.1	103.7	113.1
36	CS(=O)(=O)c1ccc(N2N=C(c3ccc(O)c(Cl)c3)CCC2=O)cc1	88.6	87.4	81.8	107.7	79.6
37	C[Se]CC[C@H](N)C(=O)O	105.2	99.1	122.1	110.3	.
38	N#CC1(c2ccccc2)CCOCC1	105.7	107.1	112.1	107.9	98.4
39	CCc1ccc(C(C)(C)C(CC(=O)O)C(=O)O)cc1 (stereo unspecified)	105.8	89.2	103.2	96.0	95.4
40	Cc1cccc(C(=O)OCCC(C)C)c1	105.8	88.3	73.1	96.3	98.4

item	NCI-H226	NCI-H322M	RXF 393	COLO 205
31	87.1	109.7	109.3	106.1
32	101.0	96.5	102.1	111.8
33	99.7	105.3	112.7	117.6
34	82.7	107.9	90.1	109.9
35	103.7	103.0	105.4	116.4
36	75.1	95.7	70.6	97.7
37	103.9	101.0	122.0	114.2
38	104.8	97.6	106.5	105.4
39	.	103.0	103.8	110.4
40	95.1	96.9	127.5	.

# Remaining list, next part
item	structure	NCI-H460	NCI-H522	A498	HT29	NCI-H23
41	COc1cc(C2SCC(=O)N2Cc2ccc3c(c2)OCO3)cc(OC)c1OC (stereo unspecified)	116.3	100.0	104.4	110.6	104.5
42	NS(=O)(=O)c1ccc(CNC(=O)Nc2nc3ccccc3s2)cc1	99.2	94.6	94.4	104.0	88.0
43	C=C(C)[C@@H]1CC[C@]2(CO)CC[C@]3(C)[C@H](CC[C@@H]4[C@@]5(C)CC[C@H](NCO)C(C)(C)[C@@H]5CC[C@]43C)[C@@H]12	-86.1*	-42.7*	79.0	-39.4*	-20.9*
44	CCCCC(CC)COC(=O)/C=C/c1cccc2c1C(=O)NC(C)(c1cc3cc4ccccc4cc3oc1=O)N2 (stereo unspecified)	105.8	85.6	115.8	100.2	.
45	CCNC(=O)Oc1ccc(/C(=C(/C)c2ccc(OC)cc2)c2ccc(OCCN3CCCCCC3)cc2)cc1	16.7	93.1	54.8	10.5	52.8
46	CC(=O)OC1CCC2(C)C(=CCC3C2CCC2(C)C(C(=O)CC(C#N)(C#N)C(C#N)C#N)CCC32)C1 (stereo unspecified)	104.3	98.5	82.2	104.9	99.4
47	Cn1c(=O)c2c(nc3n2CCCN3c2ccc(F)cc2)n(C)c1=O	103.0	101.6	93.9	106.4	107.6
48	Cc1cc(C(=O)O)c(N)c([N+](=O)[O-])c1	103.5	65.0	112.2	98.4	92.5
49	C/C(O)=C1\C(=O)Nn2c(nc3c(cnn3-c3ccccc3)c2=O)N1N	108.0	91.2	104.6	102.1	98.3
50	COc1ccc2[nH]cc(/C=C3\C(=O)N(c4c(Cl)cccc4Cl)c4ccccc43)c2c1	40.7	32.3	.	52.2	68.1

item	NCI-H226	NCI-H322M	RXF 393	COLO 205
41	109.5	101.9	129.6	115.9
42	80.9	97.5	98.3	107.9
43	72.5	-83.7*	-79.3*	-57.1*
44	83.3	88.4	107.9	102.1
45	87.4	80.9	12.3	-41.1*
46	103.0	100.3	107.1	131.0
47	111.7	108.9	112.0	82.9
48	102.0	108.2	108.4	107.6
49	101.7	101.4	121.3	108.3
50	83.3	69.8	90.5	90.2

# New compounds follow:
item	structure	NCI-H460	NCI-H522	A498	HT29	NCI-H23
51	CCOc1ccc(-c2nc3ccc(-c4nc5ccc(N6CCN(C)CC6)cc5[nH]4)cc3[nH]2)cc1	-90.7*	-65.5*	-91.6*	-68.3*	-71.7*
52	N#C/C(=C\c1cccc2ccccc12)C(=O)Nc1sc2c(c1C#N)CCCC2	97.3	91.9	85.7	129.4	98.1
53	O=C1CC(=O)c2cccc3cccc1c23	104.8	93.1	118.8	104.0	103.2
54	Cc1cccc(NC(=O)N(C(C)C)C(C)C)c1	101.7	69.9	65.1	108.7	105.6
55	CO[C@H]1CC(=O)n2c3ccccc3c3c4c(c5c6ccccc6n1c5c32)C(=O)NC4=O	29.1	58.9	56.2	26.3	63.3
56	O=C(O)CCCCNC(=O)c1nc(-c2ccccc2)n(-c2ccccc2)n1	.	86.7	.	99.9	98.9
57	O=C(c1nnc(Nc2cccc(Cl)c2)o1)c1c[nH]c2ccccc12	99.8	101.6	.	103.8	90.0
58	CC1(C)[C@@H](OC(=O)c2cccnc2)CC[C@]2(C)[C@H]3C(=O)C=C4[C@@H]5C[C@](C)(C(=O)N6CCOCC6)CC[C@]5(C)CC[C@@]4(C)[C@]3(C)CC[C@@H]12	93.7	90.2	97.7	54.0	82.8
59	COc1ccc(-c2ccc(SCC(=O)Nc3cccc(S(N)(=O)=O)c3)nn2)cc1	102.5	78.9	121.8	98.6	98.6
60	c1csc(-c2nn[nH]n2)c1	102.5	80.5	102.7	91.9	94.6

item	NCI-H226	NCI-H322M	RXF 393	COLO 205
51	-85.5*	-84.7*	-86.2*	-96.5*
52	83.7	94.5	111.7	116.4
53	103.0	104.7	122.1	114.0
54	97.4	109.2	100.9	107.6
55	52.1	63.5	62.4	42.0
56	91.1	.	104.6	104.9
57	88.1	107.2	105.3	102.9
58	94.2	99.7	104.3	85.6
59	92.7	105.8	97.7	123.7
60	105.0	.	118.2	128.3

# (next part)
item	structure	NCI-H460	NCI-H522	A498	HT29	NCI-H23
61	CCCCN(CCCC)C(=O)[C@H](CC)[C@@H]1CC[C@@H](C)[C@@H]([C@H](C)[C@@H](O)[C@@H](C)C(=O)[C@H](CC)C2O[C@]3(C=CC(=O)[C@]4(CC[C@@](C)([C@H]5CC[C@](O)(CC)[C@H](C)O5)O4)O3)[C@H](C)C[C@@H]2C)O1 (stereo partly specified)	19.7	13.2	41.0	20.9	25.8
62	C=CCN(CC=C)CCO	107.1	88.0	86.6	99.4	102.3
63	CCc1ccc(N=C2c3ccccc3-c3ccc([N+](=O)[O-])cc32)cc1	99.7	71.3	.	83.9	92.8
64	c1ccc(-c2oc(-c3ccccc3)c3ccccc23)cc1	102.0	.	98.9	118.1	99.2
65	O=C(O)c1c2c(nc3ccccc13)-c1ccccc1C1(CCCC1)C2	115.0	96.8	105.2	108.9	98.3

item	NCI-H226	NCI-H322M	RXF 393	COLO 205
61	15.3	.	47.0	21.3
62	109.4	90.3	110.5	103.0
63	92.7	92.1	.	102.9
64	103.7	117.6	116.1	104.6
65	100.7	95.1	107.2	103.8

# Screening results (PubChem BioAssay)
